# NCI-60 one-dose screen, 48 h, at 10 µM unless noted. Numbers give growth in % (100 = growth as untreated, 0 = no growth, -100 = all killed).
# SF-539: SF-539 CNS cancer; 81,000 compounds, 6.8% hits
# 786-0: 786-0 renal cancer cells | 81,000 compounds, 5.1% hits | AID 1794775
# UO-31: UO-31 renal cancer; 81,000 compounds, 5.2% hits; AID 1794768
# DU-145: DU-145 prostate cancer; AID 1794760; 81,000 compounds, 4.2% hits
# SF-295: SF-295 CNS cancer cells; 79,000 compounds, 5.6% hits
# PC-3: PC-3 prostate cancer cells; 80,000 compounds, 3.9% hits; AID 1794754
# U251: U251 CNS tumor cells; 80,000 compounds, 5.4% hits; AID 1794753
# SF-268: SF-268 CNS cancer cells. 82,000 compounds, 3.1% hits
# SN12C: SN12C renal cancer cells; 81,000 compounds, 3.8% hits
# * = called active by the depositor; x = no result given; & = joins results of further samples. How the source made its calls: active means growth percent below 10; inactive means the rest.
SMILES,SF-539,786-0,UO-31,DU-145,SF-295,PC-3,U251,SF-268,SN12C
COc1ccc(Nc2[nH]n(C3=Nc4ccccc4Sc4ccccc43)c(=O)c2C#N)cc1,46,65,36,67,x,41,67,67,50
O=C(c1ccc(O)cc1)C1[C@H](c2ccc(Cl)cc2)[C@@H](c2ccccc2)NC12C(=O)Nc1ccc(Br)cc12 (stereo partly specified),-37*,-52*,-26*,13,-61*,-16*,-62*,3.9*,-93*
O/N=C(\CSc1nnc(-c2ccccc2)o1)c1ccccc1,100,106,98,99,94,101,97,95,x
COc1cc(C2Cc3cnccc3-c3nc(N)c4ccncc4c32)cc(OC)c1OC (stereo unspecified),91,76,62,105,93,82,x,90,98
COc1ccccc1Nc1nnc(COc2ccc(CNC(=O)CCCC/C=C/C(C)C)cc2OC)o1,93,96,75,99,89,84,102,91,105
Clc1ccc(N(CC2CO2)CC2CO2)cc1 (stereo unspecified),106,94,70,99,131,87,91,85,91
CC(OC(=O)c1ccccc1C(=O)OC(C)c1ccccc1)c1ccccc1 (stereo unspecified),94,92,64,114,114,95,105,105,102
Clc1ccc(-n2ncc3c2CCc2cccnc2-3)cc1,95,86,77,94,93,87,94,91,97
CN1C(=O)N(C)C2NC(N/N=C/c3ccccc3)=NC21 (stereo unspecified),95,104,93,108,101,96,101,100,99
CCCCCCCCCCCCCCCCCCN(C)C,102,103,71,108,103,86,98,95,101

# Part of the list above in another layout.
Structure	SF-539	786-0	UO-31	DU-145	SF-295	PC-3	U251	SF-268	SN12C
CN1C(=O)N(C)C2NC(N/N=C/c3ccccc3)=NC21 (stereo unspecified)	95	104	93	108	101	96	101	100	99
CCCCCCCCCCCCCCCCCCN(C)C	102	103	71	108	103	86	98	95	101

# Next section:
SMILES,SF-539,786-0,UO-31,DU-145,SF-295,PC-3,U251,SF-268,SN12C
c1ccc(-c2cc(-c3ccccc3-c3ccc4ccccc4c3)no2)cc1,97,94,83,94,102,97,98,96,97
S=C(N/N=C1/CCCC/C1=N/NC(=S)N1CCOCC1)N1CCOCC1,95,87,69,101,110,77,92,86,92
OCCc1ccccn1,97,98,94,101,95,103,102,98,101
Nc1c(C(=O)c2ccccc2)sc2nc(-c3cc4ccccc4o3)cc(-c3ccc(Cl)cc3)c12,105,107,79,91,129,87,90,95,165
C[C@@H](c1ncncc1F)[C@](O)(Cn1cncn1)c1ccc(F)cc1F,111,116,93,128,90,96,102,112,102
Cc1cc[n+](CC(=O)c2ccc([N+](=O)[O-])cc2)cc1,96,98,92,114,107,96,106,98,102
CCOC(C(OCC)[n+]1ccccc1)[n+]1ccccc1 (stereo unspecified),93,99,95,106,102,102,118,104,109
CC(=O)N1N=C(c2ccc(C)cc2)CC1c1ccc(C)s1 (stereo unspecified),110,89,90,107,101,72,97,105,94
O=C(O)CCCCCNCCC(=O)O,103,107,94,115,x,101,97,116,91
CCN1C(=O)N(CC)C2C1NN=c1s/c(=C3\C(=O)N(CCc4ccccc4)c4ccccc43)c(=O)n12 (stereo unspecified),-37*,22,45,5.5*,9.5*,21,15,47,18
CN1C(=O)C(C2=NN(c3ccccc3)C(c3ccccc3C(=O)O)C2)C(=O)N(C)C1=O (stereo unspecified),110,99,84,110,106,91,96,95,108
O=c1c2cc3ccncc3n2c(=O)c2cc3ccncc3n12,104,102,83,108,102,113,107,99,98
O/N=C(/CN1CCCCC1)c1ccccc1,100,100,102,110,107,106,101,98,110
Cc1cc(N/N=C/c2ccccn2)nc2ccccc12,-38*,9.0*,-8.8*,18,x,28,4.9*,5.1*,17
Cc1c(O)ccc2c1CCCC2,100,92,93,108,99,85,91,104,97
COc1cc(CNC(=O)CCCC/C=C/C(C)C)ccc1OCc1nnc(Nc2cccc(Cl)c2)o1,103,89,77,102,90,94,94,88,103
COc1ccc2nc(-n3c(=O)c4cccnc4n(-c4ccc(Cl)cc4)c3=O)sc2c1,89,97,85,114,91,70,86,85,135
CN(N)c1cnn(-c2ccccc2)c(=O)c1Cl,107,102,84,x,108,95,98,98,102
CCOC(=O)C(Nc1ccc(F)cc1)c1cc(C)c(N)c(C)c1 (stereo unspecified),x,98,81,111,100,102,92,105,104
N#CCNc1ccc(N)cc1,99,104,84,101,104,93,104,101,100

# Rewritten bar-delimited: part of the list above.
structure | SF-539 | 786-0 | UO-31 | DU-145 | SF-295 | PC-3 | U251 | SF-268 | SN12C
C[C@@H](c1ncncc1F)[C@](O)(Cn1cncn1)c1ccc(F)cc1F | 111 | 116 | 93 | 128 | 90 | 96 | 102 | 112 | 102
Cc1cc[n+](CC(=O)c2ccc([N+](=O)[O-])cc2)cc1 | 96 | 98 | 92 | 114 | 107 | 96 | 106 | 98 | 102

# Continuation:
SMILES,SF-539,786-0,UO-31,DU-145,SF-295,PC-3,U251,SF-268,SN12C
COc1ccc(C2C=C(c3ccc(OC)c(OC)c3)N=C3SC=C(C)N32)c(Br)c1 (stereo unspecified),94,111,95,109,x,103,96,105,108
CN(C)S(=O)(=O)c1ncc2[nH]cnc2n1,105,99,86,111,105,96,105,104,100
OCc1ccc(Cl)cc1Cl,103,99,96,114,100,98,101,104,99
O=C(Oc1c(Cl)cc(Cl)cc1[N+](=O)[O-])c1ccccc1Cl,112,106,75,117,94,92,106,96,106
Cc1c(C(=O)Nc2ccc3ccccc3n2)cnn1-c1ccccc1Br,63,78,72,80,64,42,47,82,87
Cc1ccc2[nH]c3nc4cc(N5CCC(N6CCOCC6)CC5)cnc4c(C)c3c2c1,91,96,94,96,98,93,89,89,100
Cc1cccc(OCC(O)CN2CCOCC2)c1 (stereo unspecified),98,102,100,113,104,102,92,101,111
O=C1C2=C(Nc3ccccc3N2)OC1c1ccc2c(c1)OCO2 (stereo unspecified),99,93,83,106,110,99,101,94,104
COc1ccc(C(=O)C(O)c2ccc(OC)cc2)cc1 (stereo unspecified),103&105,103&103,91&89,103&110,107&104,92&94,96&105,101&103,112&113
COc1ccc(CCNC(=S)NCCc2ccc(OC)c(OC)c2)cc1OC,113,91,91,97,97,95,101,93,99
COc1cc(/C=C/C(=O)c2c(-c3ccc(F)cc3)nc3sc(C)nn23)cc(OC)c1OC,21,25,22,0.2*,50,60,21,17,36
Fc1cc(-c2n[nH]c(=S)n2/N=C/c2ccc(Cl)cc2)c(Cl)cc1Cl,96,91,79,108,81,89,95,98,101
Fc1ccc2c(CN3CCO[C@H](COc4cccc(F)n4)C3)c[nH]c2c1,97,94,78,109,106,92,99,102,102
CC1(C)CC(=O)C2=C(C1)OC(C(=O)c1ccc(N=[N+]=[N-])cc1)C2c1ccc(Br)cc1 (stereo unspecified),107,100,81,107,100,99,99,105,107
CC(=O)/C(=C/n1ccc(=O)[nH]c1=S)C(=O)Nc1ccc(Cl)cc1,102,97,88,107,102,95,104,101,101
CC1(C)O[C@@H](COS(N)(=O)=O)[C@H](c2ccccc2Cl)O1,96,94,86,110,99,98,100,97,104
Nc1sc2c(c1-c1nnc(-c3ccccc3)o1)CCCC2,96,104,77,103,94,85,91,92,101
COc1ccc(-c2nc3ccc(-c4nnc(SCC(=O)Nc5ccc(OC)c(OC)c5)o4)cc3[nH]2)cc1,102,97,99,113,103,102,108,102,102
Cc1nc2n(c1C(=O)N1CCCCC1)CCS2(=O)=O,99,106,91,114,86,123,99,109,89
CS(=O)(=O)c1ccc2c(c1)c1c(n2S(=O)(=O)c2ccc(Cl)cc2)CCCC1=O,98,96,82,104,96,98,101,97,98
O=C1c2ccccc2C(=O)N1CC(O)COc1cccc2ccccc12 (stereo unspecified),109,103,81,112,102,86,101,96,103
CCc1nnc(Nc2ccc(C)cc2)o1,89,90,87,102,98,97,97,99,108
COc1cc(C2Cc3c(nn(-c4ccc(C)cc4)c(=O)c3C#N)C(O)=C2[N+](=O)[O-])cc(OC)c1OC (stereo unspecified),78,84,56,95,102,95,89,82,90
CN(C)c1ccc(/C=C2\c3ccccc3-c3ccc([N+](=O)[O-])cc32)cc1,94,104,87,103,101,102,95,99,99
Cn1ccc2cc(NC(=O)CN=[N+]=[N-])ccc21,98,94,87,113,105,100,101,97,98
CCOC(=O)c1c(NCC(=O)Nc2ccccc2Cl)sc2c1CCCC2,92,100,81,104,97,93,96,92,99
CN1CCN(Cc2ccc(/C=N/Nc3ccnc4cc(Cl)ccc34)cc2)CC1,65,78,79,75,90,76,85,100,88
NC1=NC(c2ccccc2)CC(=O)N1 (stereo unspecified),98,106,72,106,102,103,100,105,104
O=C1Nc2ccc(Cl)cc2/C1=N/N=C/c1coc2ccc(F)cc2c1=O,101,103,54,110,100,103,103,100,92
C[C@H]1[C@H](C)CC[C@]2(C(=O)NCCNCCN)CC[C@]3(C)C(=CC[C@@H]4[C@@]5(C)CCC(=O)C(C)(C)[C@@H]5CC[C@]43C)[C@H]12,-28*,81,60,52,102,39,-29*,73,68

# Reprinted at random: 2 compounds from above, in no set order.
SMILES,SF-539,786-0,UO-31,DU-145,SF-295,PC-3,U251,SF-268,SN12C
S=C(N/N=C1/CCCC/C1=N/NC(=S)N1CCOCC1)N1CCOCC1,95,87,69,101,110,77,92,86,92
CN(C)c1ccc(/C=C2\c3ccccc3-c3ccc([N+](=O)[O-])cc32)cc1,94,104,87,103,101,102,95,99,99

# Later entries:
SMILES,SF-539,786-0,UO-31,DU-145,SF-295,PC-3,U251,SF-268,SN12C
Cc1ccc(-c2cc(-c3cnn(-c4ccccc4)n3)nc(N)n2)cc1,103,98,86,108,101,106,x,101,94
CCC(CCNC(=O)c1ccccc1)(CCNC(=O)c1ccccc1)[N+](=O)[O-],120,104,78,113,x,94,x,101,102
O=C(O)c1cn(C2CC2)c2cc(N3CCN(C(=O)N4CCOCC4)CC3)c(F)cc2c1=O,102,100,80,115,106,92,103,98,101
O=c1[nH]c(=O)n(C2OC(CF)C(O)C2O)cc1Br (stereo unspecified),101,104,91,109,117,140,115,106,117
Cc1ccc2c(c1)Sc1ccc3ccccc3c1N2,93,85,50,88,71,43,107,95,89
COC1O[C@@H]2O[C@]3(C)CC[C@H]4[C@H](C)CC[C@@H]([C@H]1C)[C@@]24OO3 (stereo partly specified),111,110,85,113,95,76,97,107,99
COc1ccc(Cn2ccc3c2-c2oncc2CCC3)cc1,92,92,83,120,x,100,79,105,88
COc1ccc(-c2nc3c(c(=O)n2C(C)=O)C(c2ccc(Cl)cc2)c2sc4c(Cl)cccc4c2O3)cc1 (stereo unspecified),-52*,-50*,6.4*,-5.7*,1.1*,1.2*,-34*,-9.9*,-35*
Nc1c(O)c(Cl)cc(Cl)c1Cl,89,104,69,124,97,79,96,106,90
COC(=O)c1ccc2oc(NC(=O)c3ccc(Nc4ccc([N+](=O)[O-])cc4C)c([N+](=O)[O-])c3)nc2c1,96,100,91,108,99,x,101,98,97
Cc1sc2c(=O)[nH]c(N3CCOCC3)nc2c1C,97,103,80,103,100,93,66,95,101

# Compounds listed so far with an aryl thioether with sulfur outside any ring, in the order listed:
SMILES,SF-539,786-0,UO-31,DU-145,SF-295,PC-3,U251,SF-268,SN12C
O/N=C(\CSc1nnc(-c2ccccc2)o1)c1ccccc1,100,106,98,99,94,101,97,95,x
COc1ccc(-c2nc3ccc(-c4nnc(SCC(=O)Nc5ccc(OC)c(OC)c5)o4)cc3[nH]2)cc1,102,97,99,113,103,102,108,102,102
